NALP3 yeast inh = NALP3 inhibition in yeast; AID 2825; Yeast reconstituted NLRP3/ASC/caspase-1, beta-gal luminescence, 24 h; 0.39% of 330,000 active; inhibition, % at 10 µM;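 active = inhibition of 50% or more; inactive = inhibition below 50%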;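 also: plate controls were induced DMSO wells for no effect and uninduced yeast grown without galactose for full effect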
A3G deaminase = inhibitors of human APOBEC3G DNA deaminase; Q9HC16; recombinant A3G, ssDNA deamination FAM/TAMRA fluorescence; inhibition, % at 20 µM; 0.28% of 330,000 active; AID 493012;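 active = inhibition of at least 40% at 20 µM, with no more than 30% in the related APOBEC3A deaminase screen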;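 also: plate controls were DMSO wells with A3G for no effect and wells lacking A3G enzyme for full effect; some compounds called inactive have numbers as strong as hits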
hIAP activ = increases human intestinal alkaline phosphatase activity; P09923; purified human IAP, CDP-Star luminescence, 30 min; hits give high values; 1 = vehicle-only enzyme, 0 = enzyme-free background; 0.16% of 330,000 active; activation factor at 10 µM;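 active = activation factor of the enzyme at least 2-fold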; also: the source names both 10 and 20 µM as test concentration; values of inactives mirror those of a sister screen read the other way
Target sequence (P09923 whole entry, looked up): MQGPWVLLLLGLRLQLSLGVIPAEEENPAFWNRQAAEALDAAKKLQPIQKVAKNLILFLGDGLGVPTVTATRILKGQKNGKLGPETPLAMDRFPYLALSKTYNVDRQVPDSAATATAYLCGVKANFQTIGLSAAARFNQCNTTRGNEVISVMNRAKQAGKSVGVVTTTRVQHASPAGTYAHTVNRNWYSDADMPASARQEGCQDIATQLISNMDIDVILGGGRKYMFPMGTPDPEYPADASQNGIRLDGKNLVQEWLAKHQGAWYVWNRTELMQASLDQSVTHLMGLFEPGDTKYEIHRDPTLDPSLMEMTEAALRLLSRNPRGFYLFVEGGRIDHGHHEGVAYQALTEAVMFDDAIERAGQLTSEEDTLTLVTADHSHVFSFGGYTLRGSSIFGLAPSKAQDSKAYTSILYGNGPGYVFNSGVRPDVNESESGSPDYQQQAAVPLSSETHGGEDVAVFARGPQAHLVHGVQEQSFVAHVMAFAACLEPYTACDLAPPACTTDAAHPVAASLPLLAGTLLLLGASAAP
mIAP inh = blocks mouse intestinal alkaline phosphatase. purified mouse IAP, CDP-Star luminescence, 30 min. inhibition, % at 10 µM. 0.2% of 330,000 active. AID 2806;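 active = inhibition of at least 40% at 10 µM in the primary screen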;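 also: plate controls were DMSO with enzyme for no effect and no enzyme wells for full effect; values of inactives mirror those of a sister screen read the other way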
APOBEC3A inh = blocks human APOBEC3A ssDNA deamination; recombinant A3A, FAM/TAMRA ssDNA deamination fluorescence; inhibition, % at 20 µM; 0.41% of 330,000 active;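 active = at least 40% inhibition at 20 µM here, with at most 30% in a related deaminase screen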;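 also: plate controls were A3A with DMSO for no effect and wells lacking A3A enzyme for full effect; some results filed as inactive read as strong as hits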
Target sequence (P31941 whole entry, looked up): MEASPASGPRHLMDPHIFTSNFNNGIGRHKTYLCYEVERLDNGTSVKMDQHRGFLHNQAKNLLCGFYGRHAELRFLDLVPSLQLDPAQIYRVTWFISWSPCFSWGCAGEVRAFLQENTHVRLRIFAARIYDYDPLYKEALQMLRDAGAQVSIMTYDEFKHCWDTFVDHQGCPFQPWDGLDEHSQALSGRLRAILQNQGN
hIAP block = human IAP inhibition; P09923; AID 2544; 0.12% of 330,000 active; purified IAP, CDP-Star luminescence, 30 min; inhibition, % at 10 µM;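 active = inhibition reaching a set limit with compound at 10 µM in the primary screen, cut at about 35% in these data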;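 also: plate controls were DMSO wells with enzyme for no effect and no-enzyme buffer wells for full effect; values of inactives mirror those of a sister screen read the other way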
beta cell repl = inducers of beta-cell replication in MIN6 cells. MIN6 cells proliferation, ATPlite luminescence, 48 h; cells starved in 0.2% serum; 100% = growth in 10% serum. proliferation, % at 10 µM. 0.29% of 330,000 active. AID 2380;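 active = compounds whose signal lies at least 3.5 SD above the mean of all wells on their plate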;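 also: 0% = DMSO-treated cells in low-serum medium and 100% = 10% serum control; some compounds called inactive have numbers as strong as hits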
SENP1 inh = inhibitors of human SENP1 SUMO protease catalytic domain. 0.21% of 360,000 active. inhibition, % at 10 µM. recombinant SENP1 catalytic domain, CyPet-SUMO1-YPet FRET cleavage. Q9P0U3;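 active = inhibition at least 30% at 10 µM, raw YFP signal under a set limit, fluorescence ratio 0.5 to 1.5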;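 also: 0% = enzyme with DMSO and 100% = no enzyme wells; some results filed as inactive read as strong as hits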
Target sequence (Q9P0U3 419-644 limits assumed): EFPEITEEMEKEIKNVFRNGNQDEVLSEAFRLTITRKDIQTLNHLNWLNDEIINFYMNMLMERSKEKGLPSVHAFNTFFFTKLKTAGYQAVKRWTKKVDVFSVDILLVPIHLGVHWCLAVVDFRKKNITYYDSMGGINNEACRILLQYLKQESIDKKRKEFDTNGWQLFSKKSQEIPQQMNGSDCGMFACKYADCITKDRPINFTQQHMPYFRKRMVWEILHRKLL
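Test system: hSENP1 catalytic domain, recombinant; Amount: 20 pM final SENP1 enzyme; Medium: Tris pH 8 buffer plus EDTA, NaCl, BME, BSA, NP40, catalase; Schedule: 50 min enzyme reaction, room temperature, light-protected; Technique: FRET fluorescence in CFP and YFP emission channels; Controls: no-enzyme wells low, DMSO-plus-enzyme wells high control.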
mIAP activ = increases mouse intestinal alkaline phosphatase activity | muIAP, CDP-Star luminescence, 30 min; hits give high values; 1 = vehicle-only enzyme signal, 0 = enzyme-free wells | 0.24% of 330,000 active | activation factor at 10 µM;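 active = activation factor of at least 2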; also: the source names both 10 and 20 µM as test concentration; values of inactives mirror those of a sister screen read the other way
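Assay system: mouse IAP enzyme / Compound: DMSO-dissolved test compounds / Timing: 30 min, room temperature / Measured by: luminescence from enzymatic CDP-Star hydrolysis / Control set: DMSO-only wells, enzyme-free buffer wells as negative control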
Starred values were filed as active, the others as inactive. A portion of the library. The share of hits here may be higher or lower than overall.

Start of the data: the first ten records as a preview:
SMILES	NALP3 yeast inh	A3G deaminase	hIAP activ	mIAP inh	APOBEC3A inh	hIAP block	beta cell repl	SENP1 inh	mIAP activ
Cc1ccc(C)c2[nH]c(=O)c(CCNC(=O)c3ccc(S(=O)(=O)N(C)C)cc3)cc12	6	-5	0.97	-1	4	3	1	2	1
O=C(CCc1nnc2ccc(NCc3ccco3)nn12)Nc1ccccc1F	10	-2	1.1	5	0	-10	6	-5	0.95
CC(C)CC(COCc1cccc(C(F)(F)F)c1)N1CCN(C(=O)c2cccc(C(F)(F)F)c2)CCC1=O (configuration not stated)	-4	-3	0.91	4	1	9	-8	-1	0.96
C/C(=N\NC(=O)C1CC1c1ccccc1)c1ccc(C)s1 (configuration not stated)	3	-5	0.76	2	-3	24	0	2	0.98
CC(CCc1ccccc1)NC(=O)c1cccnc1 (configuration not stated)	0	-2	1	-6	-2	-2	-1	0	1.1
Cc1nnsc1NC(=O)OCc1ccc(Cl)cc1Cl	0	-6	1	7	-15	-1	0	2	0.93
Cn1cc(CC(=O)NCCCN2CCCC2)c2ccccc21	6	-5	0.91	6	-5	9	1	-4	0.94
CCOC(=O)Cc1csc(NC(=O)Cn2cnc3c2c(=O)n(C)c(=O)n3C)n1	11	-4	0.89	-7	-2	12	-1	1	1.1
N#Cc1c(/N=C/N2CCOCC2)sc2c1CCCCC2	46	-3	0.94	6	1	6	1	0	0.94
Cc1ccc(CC2SC(N)=NC2=O)cc1 (configuration not stated)	13	2	0.96	5	3	4	1	-2	0.95

This part in full, repeating the preview:
SMILES	NALP3 yeast inh	A3G deaminase	hIAP activ	mIAP inh	APOBEC3A inh	hIAP block	beta cell repl	SENP1 inh	mIAP activ
Cc1ccc(C)c2[nH]c(=O)c(CCNC(=O)c3ccc(S(=O)(=O)N(C)C)cc3)cc12	6	-5	0.97	-1	4	3	1	2	1
O=C(CCc1nnc2ccc(NCc3ccco3)nn12)Nc1ccccc1F	10	-2	1.1	5	0	-10	6	-5	0.95
CC(C)CC(COCc1cccc(C(F)(F)F)c1)N1CCN(C(=O)c2cccc(C(F)(F)F)c2)CCC1=O (configuration not stated)	-4	-3	0.91	4	1	9	-8	-1	0.96
C/C(=N\NC(=O)C1CC1c1ccccc1)c1ccc(C)s1 (configuration not stated)	3	-5	0.76	2	-3	24	0	2	0.98
CC(CCc1ccccc1)NC(=O)c1cccnc1 (configuration not stated)	0	-2	1	-6	-2	-2	-1	0	1.1
Cc1nnsc1NC(=O)OCc1ccc(Cl)cc1Cl	0	-6	1	7	-15	-1	0	2	0.93
Cn1cc(CC(=O)NCCCN2CCCC2)c2ccccc21	6	-5	0.91	6	-5	9	1	-4	0.94
CCOC(=O)Cc1csc(NC(=O)Cn2cnc3c2c(=O)n(C)c(=O)n3C)n1	11	-4	0.89	-7	-2	12	-1	1	1.1
N#Cc1c(/N=C/N2CCOCC2)sc2c1CCCCC2	46	-3	0.94	6	1	6	1	0	0.94
Cc1ccc(CC2SC(N)=NC2=O)cc1 (configuration not stated)	13	2	0.96	5	3	4	1	-2	0.95
O=C(Nc1nc2c(s1)CN(Cc1ccccc1)CC2)C1CCCC1	5	-17	1	-3	2	-4	-1	-79	1
O=C(COC(=O)Cn1[nH]c(=O)c2ccccc2c1=O)NNC(=O)c1ccccc1	0	-11	0.96	1	-3	4	4	0	0.99
O=C(c1cccs1)N1CCCC(N2CCN(c3cccc(C(F)(F)F)c3)CC2)C1 (configuration not stated)	8	-6	1.1	8	2	-9	-3	0	0.92
CC(C)Nc1nc(N)c(C(=O)C23CC4CC(CC(C4)C2)C3)s1	5	0	1	-2	0	-5	-3	3	1
COc1ccc(Cl)cc1C(=O)NNC(=O)COC(=O)CCN=C1NS(=O)(=O)c2ccccc21	45	-4	1.2	11	1	-23	-4	3	0.89
CCOC(=O)C1CCC(CNCc2ccc(Cl)cc2)CC1 (configuration not stated)	30	-1	0.89	-3	-2	11	0	0	1
CCCCn1nnc(NC(=O)CCC)n1	-5	-7	1.1	-3	2	-9	-1	0	1
CCOC(=O)c1ccc(NC(=O)c2ccc(CN3CCc4ccccc4C3)cc2)cc1	21	10	0.85	-4	3	14	-3	-2	1
O=C(COc1ccc(S(=O)(=O)N2CCCC2)cc1Cl)NCc1ccco1	13	-12	0.97	4	-4	3	1	-1	0.96
Cc1c(NC(=O)c2ccc(NC(=O)C3CC3)cc2)cccc1C(=O)O	-5	-4	1	2	-3	-3	4	1	0.98

3 of the entries above in order of the mIAP inh value, smallest number first.
| molecule | NALP3 yeast inh | A3G deaminase | hIAP activ | mIAP inh | APOBEC3A inh | hIAP block | SENP1 inh | mIAP activ |
| --- | --- | --- | --- | --- | --- | --- | --- | --- |
| CC(CCc1ccccc1)NC(=O)c1cccnc1 (configuration not stated) | 0 | -2 | 1 | -6 | -2 | -2 | 0 | 1.1 |
| CC(C)Nc1nc(N)c(C(=O)C23CC4CC(CC(C4)C2)C3)s1 | 5 | 0 | 1 | -2 | 0 | -5 | 3 | 1 |
| Cc1ccc(C)c2[nH]c(=O)c(CCNC(=O)c3ccc(S(=O)(=O)N(C)C)cc3)cc12 | 6 | -5 | 0.97 | -1 | 4 | 3 | 2 | 1 |

The results go on:
SMILES	NALP3 yeast inh	A3G deaminase	hIAP activ	mIAP inh	APOBEC3A inh	hIAP block	beta cell repl	SENP1 inh	mIAP activ
O=C(CSc1nc2ccccc2c(=O)n1-c1ccc(F)cc1)Nc1cc(S(=O)(=O)N2CCOCC2)ccc1Cl	8	-4	1.1	0	2	-8	0	1	1
O=C(CSc1ccc(Cl)cc1)NC(=O)c1ccccc1	20	-2	1.1	11	1	-11	-6	2	0.89
O=c1c2c(nc3nc(NCc4cccc5ccccc45)[nH]n13)CCC2	-1	-5	0.98	-12	-3	2	0	4	1.1
COc1ccc(CC(=O)NNC(=O)c2ccc(Br)o2)cc1	1	1	0.98	6	2	2	0	2	0.94
Cc1ccc2[nH]c(=O)c(CN(CCCO)S(=O)(=O)c3cccc4nsnc34)cc2c1	7	-3	0.88	-1	2	12	-2	1	1
O=C1NC(=S)N/C1=C/C=C/c1ccccc1	13	-8	0.91	9	-3	9	-3	1	0.91
O=C(NCCN1CCOCC1)Nc1ccc(Cl)cc1	8	-4	0.84	-11	-2	16	0	4	1.1
Cc1ccc(N2CCN(S(=O)(=O)c3ccc4oc(=O)ccc4c3)CC2)cc1Cl	18	-8	1	10	-2	-5	6	-2	0.9
COc1ccc(CCNC(=O)/C(C#N)=C2\N=C(NC(=O)c3ccco3)c3ccccc32)cc1	25	-7	0.99	13	-5	1	-4	6	0.87
C=C(C)CN1CCN(c2ccc(N3C(=O)CCCC3=O)cc2[N+](=O)[O-])CC1	-10	-1	0.89	3	-1	11	-2	1	0.97
C=CCn1c(Cc2cccs2)nnc1SCC(=O)c1ccc(F)cc1	-6	-9	1	8	-6	-3	-4	-2	0.92
COCC(C)NC(=O)c1cc(OC)cc(OC)c1 (configuration not stated)	-9	-1	1.2	3	3	-21	-3	-2	0.97
CC(C)c1ccccc1OCC(O)CN(CC(O)COc1cccc2ccccc12)C(C)C (configuration not stated)	5	1	1.1	2	5	-7	-4	2	0.98
CC(C)(CO)NC(=O)c1ccc2c(c1)C(=O)c1ccccc1-2	4	4	1.1	4	-1	-7	-2	-1	0.96
CC(C)c1ccccc1NC(=S)NC1CCN(Cc2ccccc2)CC1	6	-10	1.1	-34	-4	-6	-5	1	1.3
N#Cc1c(N)n(C2CCCCC2)c2nc3ccccc3nc12	19	-4	1	-11	-2	-1	-2	-79	1.1
Cc1ccnc(N2CCN(C(=O)CSc3nc4ccccc4nc3N3CCCCC3)CC2)c1	18	-2	1.3	4	0	-32	-4	-1	0.96
COc1ccc(CC(=O)Nc2ccc(N(C)C)c3ccccc23)cc1	-10	2	1.1	-5	-1	-5	1	1	1
COC(=O)C1CCN(C(=O)Nc2ccc(OC)cc2)CC1	5	0	1.1	-6	4	-12	-2	1	1.1
Cc1ccc(S(=O)(=O)N2CCCN(S(=O)(=O)C3CCS(=O)(=O)C3)CC2)cc1 (configuration not stated)	-7	0	1	4	3	-2	-3	0	0.96
O=C(N/C(=C\c1ccccc1)C(=O)N1CCOCC1)c1ccc(Br)o1	9	1	0.95	-3	-5	5	-4	0	1
Cc1ccc(S(=O)(=O)N/N=C\c2ccc3c(c2)OCO3)cc1C	14	-2	0.97	2	1	3	-2	0	0.97
Cc1ccsc1C(=O)OCC(=O)Nc1cccc(S(=O)(=O)NC2=NCCCCC2)c1	9	-11	1	-12	-5	-4	-3	0	1.1
N#Cc1c(SCC(=O)Nc2ccc(C(F)(F)F)cc2)sc2c(O)cc(=O)[nH]c12	7	-3	0.95	32	2	5	-1	-3	0.68
O=C(CC(=O)NC1CCCCC1)N/N=C/c1ccccc1[N+](=O)[O-]	28	-7	1	1	-2	-4	0	-1	0.99
CC(C)(C)NC(=O)CN(C(=O)C(=O)Nc1ccc2c(c1)OCCO2)C(C)(C)C	16	-9	0.98	2	-3	2	-1	4	0.98
Cc1cc2c(NS(=O)(=O)c3ccc(F)cc3)cccc2nn1	9	-5	1.3	-6	-4	-25	-3	5	1.1
Cc1c(CN2CCN(C)C(CCO)C2)[nH]c2c(Cl)cccc12 (configuration not stated)	11	-5	0.85	-3	-3	14	1	1	1
C=CCN(Cc1cn(C)nc1-c1cccc(Cl)c1)C1CCS(=O)(=O)C1 (configuration not stated)	7	0	1.1	-22	-3	-13	0	-1	1.2
COc1ccc(S(=O)(=O)N(C)C)cc1NC(=O)c1ccc2c(c1)OCCO2	0	-9	0.95	-11	-3	5	4	1	1.1
Cc1ccccc1C(=O)Nc1cccc(C(=O)N/N=C/c2ccc3c(c2)OCO3)c1	11	-13	0.95	2	-5	5	-4	-2	0.98
C=CCSc1nnnn1-c1ccc(OC)cc1	-2	-10	0.92	-3	-2	8	3	0	1
CCOC(=O)C1CCN(C(=O)c2ccc(OC3CCN(C(=O)CCOC)CC3)cc2)CC1	12	-5	1.4	0	2	-40	-1	1	1
COC(CNC(=O)C1CC(=O)N(CCc2ccccc2)C1)OC (configuration not stated)	-10	-4	0.89	4	-2	11	0	3	0.96
CCOC(=O)COc1ccc2cc(C(=O)OCC)c(=O)oc2c1	10	-1	0.97	6	3	3	2	-12	0.94
O=C(NCN1CCN(c2ccccn2)CC1)c1cnccn1	-9	0	1.2	-15	-2	-16	-4	1	1.2
CC1(C)CC(=O)c2sc(NC(=O)c3ccc4ncsc4c3)nc2C1	35	10	0.96	-2	0	4	-6	-30	1
Cc1cc(=O)oc2cc(OCCCC[n+]3ccccc3)ccc12	5	0	1.1	-3	14	-11	3	-1	1
CCN(CC)S(=O)(=O)c1ccc(OCC(=O)NCc2ccccc2)cc1	24	-8	0.95	-3	-3	5	-1	1	1
CCOC(=O)NNC(=O)CCn1c2c(c3ccccc31)CCCC2	-1	-2	0.95	-1	-7	4	-1	-15	1
Cc1ccc2oc(-c3ccc(NC(=O)c4ccc5c(c4)OCO5)cc3)nc2c1	0	2	0.93	12	1	7	-1	-3	0.88

High-throughput results: PubChem BioAssay, Sanford-Burnham Center for Chemical Genomics
